# CD40 NFkB inh – CD40 pathway inhibition in BL2 cells; 83,000 tested, 0.94% active; BL2 NF-kB luciferase reporter, CD40L-induced, 4 h; inhibition, % at 10 µM;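 active = mean inhibition of at least 50% with a set share of replicates also reaching that level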;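 note: 0% = neutral control wells and 100% = IKK inhibitor VII at 50 µM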
# * hit, by the source's call; & = joins results of further samples; [ ] = dose if it differs, or a comment. Some of the compounds tested; the hit share may differ from the screen's.
CD40 NFkB inh | Compound
17 | COC(=O)[C@H](C)NC(=O)NC1CCCc2ccccc21 (stereo partly specified)
1 | O=C(NCC(=O)N1CCN(S(=O)(=O)c2c(F)cccc2F)CC1)c1ccccc1F
4 | O=C(NC1CCCCC1)N1CCN(C2CCCCC2)CC1
0[25 µM] | C[C@H](CO)N1C[C@H](C)[C@H](CN(C)C(=O)NC2CCCC2)Oc2cc(-c3cncnc3)ccc2S1(=O)=O
6 | CC(Sc1cccc[n+]1[O-])C(=O)NC1CCCCC1C (stereo unspecified)
8 | COc1ccccc1NC(=O)C1CCN(C(=O)c2ccco2)CC1
5 | COc1ccccc1C(CNC(=O)CN1C(=O)NC(C)(c2ccc3ccccc3c2)C1=O)N1CCCC1 (stereo unspecified)
1 | CC(=O)N(C)C[C@H]1Oc2ccc(N(C)C)cc2C(=O)N(C)C[C@H]1C
0 | Cc1ccc(Nc2nc(Cl)nc3ncn(C)c23)c(C)c1
1 | CC1(C)COC(c2cc3c(cc2Br)OCO3)OC1
20 | CC(=O)[C@@]1(O)CC[C@H]2[C@@H]3CCC4=CC(=O)CC[C@]4(C)[C@H]3[C@@H](O)C[C@@]21C
4[25 µM] | CCCNC(=O)N1[C@H](C#N)[C@@H](c2ccccc2-c2ccc(C)cc2)[C@@H]1CO
6 | Cc1ccc(NC2CCCN(C(=O)c3ccc(-n4ccnc4)cc3)C2)cc1C (stereo unspecified)
17 | CCOC(=O)c1cnc2c(cnn2C)c1NCCC(O)C(F)(F)F (stereo unspecified)
-3&6[25 µM] | C/C=C/c1ccc(C2[C@H]3CNC[C@@H]2N3C(=O)Nc2ccccc2Cl)cc1 (stereo partly specified)
-5 | c1coc(-c2nnc3sc(C4CCCCC4)nn23)c1
3 | CSc1ncc(Cl)c(C(=O)Nc2ccc(S(=O)(=O)N3CCOCC3)cc2)n1
5 | O=C(N/N=C/c1ccc2c(c1)OCO2)c1sc2cccc(Cl)c2c1Cl
12 | O=C(CCn1cnnn1)N1CCCC(Nc2ccc(F)c(F)c2)C1 (stereo unspecified)
10 | COc1ccc2[nH]c3c(=O)n(CCCCC(=O)N4CCC(C(N)=O)CC4)c(=S)[nH]c3c2c1
8 | CN(Cc1ccc(Cl)cc1Cl)C(=O)c1cccc(S(=O)(=O)N2CCN(c3ccccc3)CC2)c1
-10[25 µM] | CCS(=O)(=O)NCC[C@@H]1CC[C@@H](NC(=O)Nc2cc(Cl)cc(Cl)c2)[C@H](CO)O1
11 | COc1ccc(S(=O)(=O)N2CCCCCC2)cc1N(C)S(=O)(=O)c1ccccc1
12 | O=c1c(C/C=C/c2ccccc2)c(O)nc2n1CCCS2
-16[25 µM] | CCS(=O)(=O)Nc1ccc2c(c1)C(=O)N(C)[C@H]1CC[C@@H](CC(=O)N[C@@H]3CCN(Cc4ccccc4)C3)O[C@@H]1CO2
3 | O=C(Nc1cccc(Cl)c1)N1C[C@@H]2[C@H](c3ccccc31)[C@@H](CO)N2C(=O)C1CC1
-5 | Cc1cc(C(=O)NCC2CCCO2)sc1C (stereo unspecified)
-44 | Clc1ccc(-c2nnc(N3CCOCC3)o2)cc1
-14[25 µM] | COC1C(O)C(CO)OC1n1cnc2c(NC3CCCCC3)ncnc21 (stereo unspecified)
-2 | Cn1cnnc1Sc1ccc(C(F)(F)F)cc1[N+](=O)[O-]
-2[25 µM] | CN(C)/N=N/c1nc[nH]c1C(N)=O
16 | Cc1nc2ccccc2c(=O)n1-c1ccc(NS(=O)(=O)c2ccccc2)cc1
-6[25 µM] | COc1ccc2c3c(n(C)c2c1)[C@H](CO)N(C(C)=O)CC31CCN(C(=O)c2cnccn2)CC1
18 | Cc1nn(CC(=O)N2CCCc3ccccc32)c(C)c1[N+](=O)[O-]
3 | Cc1ccc(C(=O)OCC(=O)N2C(C)CCCC2C)cc1S(=O)(=O)N1CCOCC1 (stereo unspecified)
5 | Cc1cc(NN)nc(NS(=O)(=O)c2ccccc2Cl)n1
-8[25 µM] | Cc1noc(C)c1S(=O)(=O)N(C)C[C@@H]1OCc2ccccc2-c2ccccc2C(=O)N([C@@H](C)CO)C[C@@H]1C
-6 | COc1ccc(Nc2cc(Sc3ccc(OC)cc3)ncn2)cc1
-1 | C[C@H](C(=O)N(C)C[C@@H]1OCc2ccccc2-c2ccccc2C(=O)N([C@H](C)CO)C[C@H]1C)c1ccccc1
-4 | CC1(C)N=C(N)N=C(N)N1c1ccc(OCC(=O)N2CCOCC2)cc1
21 | N#C[C@H]1[C@H](c2ccccc2C2=CCCC2)[C@@H](CO)N1C(=O)NC1CCCC1
14 | CN1c2ccc(-c3cccc(C#N)c3)cc2[C@H]2[C@H](CCN2C(=O)C2CCCC2)[C@H]1CO
-3[25 µM] | C/C=C/c1ccc([C@@H]2[C@@H](CO)N(C(C)=O)[C@H]2CNC(=O)c2ccccc2)cc1
-42 | O=C(/C=C/c1ccccc1)c1ccccc1
-9 | O=C(NCCOc1cccnc1)c1ccc(OC2CCN(Cc3ccccn3)CC2)cc1
12 | CC(=O)c1c(C)[nH]c(C(=O)CN2C(=O)NC(C)(CCC(C)C)C2=O)c1C (stereo unspecified)
0 | CCc1ccc(NC(=S)N2CCNC(=O)C2CC(=O)OC)cc1 (stereo unspecified)
-5 | CCn1c(Cc2ccccc2)nnc1SCC(=O)OC(C)C
9 | CCOC(=O)c1[nH]c2cc(OC)c(OC)cc2c1N
0 | COCC(O)CNc1ccccc1 (stereo unspecified)

# Next results.
CD40 NFkB inh | Compound
7 | O=C(c1ccccc1)N1CCCC(C(=O)N2CCc3ccccc3C2)C1 (stereo unspecified)
-25 | c1ccc(-c2noc(-c3ccno3)n2)nc1
12 | COC(=O)[C@H]1Cc2cnoc2C[C@]1(C)C(=O)O
8[25 µM] | CC(C)(C)[S@](=O)N1Cc2cc(C(=O)N3CCOCC3)nc(-c3cccc(-c4ccccc4F)c3)c2[C@@H]1CCO
-4[25 µM] | CCC(=O)N1CCCCN2[C@@H](CO)[C@H](c3ccc(/C=C/c4ccccc4)cc3)[C@@H]2C1
7 | CN(Cc1cn(C)nc1-c1ccccc1F)Cc1nccn1C
51* | OCCN1CCN(CCCN2c3ccccc3Sc3ccc(C(F)(F)F)cc32)CC1
2 | CC1=NN(c2ccccc2)C(=O)C1C(=O)c1ccc([N+](=O)[O-])cc1 (stereo unspecified)
-31 | CCCCN(C(=O)CSc1n[nH]c(-c2ccc(C)cc2)n1)c1c(N)n(CCCC)c(=O)[nH]c1=O
34 | CCc1cccc(CC)c1N1C(=O)C2=C(SCCCS2)C1=O
3 | Cc1nc2ccccc2c(=O)n1-c1ccc(F)c(NC(=O)c2cccs2)c1
-13[25 µM] | CNCCCCOc1ccccc1Cc1ccccc1
4 | O=c1[nH]c2cc3c(cc2cc1CN(CCCO)C(=S)NCc1ccco1)OCO3
13 | COCCCNS(=O)(=O)c1ccccc1
-6 | O=C(O)Cn1c(-c2cscn2)nc2ccccc21
-1 | C[C@H](CO)N1C[C@H](C)[C@H](CN(C)Cc2ccc(C(=O)O)cc2)OCc2ccccc2-c2c(n(C)c3ccccc23)C1=O
11 | COc1ccc(CN(C)C[C@@H]2OCCCC[C@H](C)Oc3ccc(NS(C)(=O)=O)cc3C(=O)N([C@@H](C)CO)C[C@@H]2C)cc1
5 | Cc1[nH]c(=O)[nH]c(=O)c1N(C)C
1 | CC(C)SCCCCOc1ccc2ccccc2c1
-24 | COC(=O)c1c(-c2ccccc2)csc1N1C(=O)Nc2ccccc2N1O
2 | COc1cc(OC)cc(C(=O)NC(=S)N2CCCCCC2)c1
5 | COC(=O)[C@H](CC(C)C)NC(=O)NCCCc1ccccc1
-115 | O=c1oc(-c2ccco2)nc2sc3c(c12)CCCCC3
9 | O=C(C1CCN(S(=O)(=O)c2ccccc2)CC1)N1CCc2ccccc21
12 | Cc1nnc(SCC2=C(C(=O)O)N3C(=O)C(NC(=O)c4cccc(F)c4F)C3SC2)s1 (stereo unspecified)
3 | O=C(NC(CO)Cc1ccc([N+](=O)[O-])cc1)C(Cl)Cl (stereo unspecified)
-23 | O=C(N/N=C/C=C\c1ccccc1)c1cnccn1
1 | CSCCC1NC(=O)N(CC(=O)Nc2ccc3c(c2)OCCO3)C1=O (stereo unspecified)
-47 | COc1ccc(O)c(C2=Nc3ccccc3N=C(c3ccccc3)C2)c1
-4 | COc1ccccc1C1=NNC(=NCc2ccccc2)SC1

# An excerpt of these results, comma-delimited:
smiles,CD40 NFkB inh
CNCCCCOc1ccccc1Cc1ccccc1,-13[25 µM]
O=c1[nH]c2cc3c(cc2cc1CN(CCCO)C(=S)NCc1ccco1)OCO3,4
COCCCNS(=O)(=O)c1ccccc1,13
O=C(O)Cn1c(-c2cscn2)nc2ccccc21,-6
C[C@H](CO)N1C[C@H](C)[C@H](CN(C)Cc2ccc(C(=O)O)cc2)OCc2ccccc2-c2c(n(C)c3ccccc23)C1=O,-1
COc1ccc(CN(C)C[C@@H]2OCCCC[C@H](C)Oc3ccc(NS(C)(=O)=O)cc3C(=O)N([C@@H](C)CO)C[C@@H]2C)cc1,11
Cc1[nH]c(=O)[nH]c(=O)c1N(C)C,5
CC(C)SCCCCOc1ccc2ccccc2c1,1
COC(=O)c1c(-c2ccccc2)csc1N1C(=O)Nc2ccccc2N1O,-24
COc1cc(OC)cc(C(=O)NC(=S)N2CCCCCC2)c1,2
COC(=O)[C@H](CC(C)C)NC(=O)NCCCc1ccccc1,5
O=c1oc(-c2ccco2)nc2sc3c(c12)CCCCC3,-115
O=C(C1CCN(S(=O)(=O)c2ccccc2)CC1)N1CCc2ccccc21,9
Cc1nnc(SCC2=C(C(=O)O)N3C(=O)C(NC(=O)c4cccc(F)c4F)C3SC2)s1 (stereo unspecified),12
O=C(NC(CO)Cc1ccc([N+](=O)[O-])cc1)C(Cl)Cl (stereo unspecified),3
O=C(N/N=C/C=C\c1ccccc1)c1cnccn1,-23
CSCCC1NC(=O)N(CC(=O)Nc2ccc3c(c2)OCCO3)C1=O (stereo unspecified),1
COc1ccc(O)c(C2=Nc3ccccc3N=C(c3ccccc3)C2)c1,-47
COc1ccccc1C1=NNC(=NCc2ccccc2)SC1,-4

# Other compounds
CD40 NFkB inh | Compound
-3[25 µM] | CC(C)n1cnc2c(NCc3ccccc3)nc(NCCCO)nc21
-4 | O=C1C2C3C=CC(O3)C2C(=O)N1N=C1CCCCC1 (stereo unspecified)
-1[25 µM] | COc1cccc(S(=O)(=O)N[C@H]2CC[C@@H](CC(=O)NC3Cc4ccccc4C3)O[C@H]2CO)c1
4 | COc1cc2c3c(c1)C1(C(=O)N3C(C)(C)C=C2C)C(C#N)=C(N)Oc2cc(C)oc(=O)c21 (stereo unspecified)
-1 | Cc1cc(Nc2cccc(Cl)n2)n(-c2ccccc2)n1
2 | CC(C)c1nccn1CCC(=O)O
-3[25 µM] | CCCC(=O)Nc1ccc2c(c1)OC[C@H](C)N(S(=O)(=O)c1cn(C)cn1)C[C@@H](C)[C@H](OC)CN(C)C2=O
5 | COc1ccccc1CN1[C@H](CO)[C@@H]2c3ccccc3N(C(=O)C3CCC3)C[C@@H]21
-11 | CCC(=O)N1[C@H](CN(C)C(=O)c2ccccc2F)[C@@H](c2ccccc2)[C@@H]1CO
25 | Cc1cccc(S(=O)(=O)NC(=O)C2(C)CCN2C(=O)C2(c3ccc(Cl)cc3)CCC2)c1 (stereo unspecified)
-15 | COC(=O)c1cccc(NC(=O)NC2CCCN2S(=O)(=O)c2ccc(Cl)cc2)c1 (stereo unspecified)
-4 | COc1ccc(/C=N\NC(=O)CCc2c(C)n[nH]c2C)c(OC)c1OC
-4 | COc1cc([N+](=O)[O-])ccc1NC(=O)NCc1ccco1
-8 | COc1cc(C(=O)NCC(=O)N2CCN(S(=O)(=O)c3ccccc3C(F)(F)F)CC2)cc(OC)c1OC
1 | O=C(CSc1c[nH]c2ccccc12)N1CCOCC1
10 | COCCCN(C(=O)C(C)Oc1ccc(Br)cc1)c1c(N)n(Cc2ccccc2)c(=O)[nH]c1=O (stereo unspecified)
-36 | O=C(Oc1ccc2ccc(OC(=O)N3CCCCCC3)cc2c1)N1CCCCCC1
-10[25 µM] | COCC(=O)N1C[C@@H]2[C@H](c3ccccc31)[C@@H](CO)N2C(=O)Nc1ccccc1F
-16 | CN(Cc1nc(CCc2ccccc2)no1)Cc1cccs1
-49 | FC(F)(F)c1cc(-c2ccco2)nc(NCCc2ccccc2)n1
6 | CN(C)c1ccc2cc(S(=O)(=O)O)cc(O)c2c1
7 | COc1ccc(-c2cc(-c3cccs3)nc(OC)c2C#N)cc1OC
-2 | CC(=O)N(CCCN(C)C)Cc1ccccn1
-2 | Cc1ccc(S(=O)(=O)N(C)Cc2ccc(-c3nnco3)cc2)cc1
4[25 µM] | COc1ccc2c3c(n(C)c2c1)[C@@H](CO)N(C(=O)CN1CCOCC1)CC31CCN(C(=O)Nc2cccc(F)c2)CC1
10 | CC1(C(=O)NS(=O)(=O)c2ccc(Cl)s2)CCN1C(=O)C1(c2ccc(Cl)cc2)CC1 (stereo unspecified)
-2 | CCOC(=O)N1CCN(C(=O)CCC(=O)N2CCOc3ccc(C)cc32)CC1
-14[25 µM] | C[C@H]1CN([C@@H](C)CO)C(=O)c2ccccc2-c2ccccc2CO[C@@H]1CN(C)C(=O)[C@H]1CCCN1C
14[25 µM] | COc1ccc(S(=O)(=O)N2CC[C@H]3[C@H](CO)Nc4ccc(-c5ccccc5F)cc4[C@H]32)cc1
-11[25 µM] | COc1ccc(CN(C)C[C@@H]2Oc3ccc(NC(=O)Nc4c(C)noc4C)cc3C(=O)N([C@H](C)CO)C[C@@H]2C)cc1

# Ordered by molecular weight (rising): some entries from above.
CD40 NFkB inh | Compound
-2 | Cc1ccc(S(=O)(=O)N(C)Cc2ccc(-c3nnco3)cc2)cc1
-2 | CCOC(=O)N1CCN(C(=O)CCC(=O)N2CCOc3ccc(C)cc32)CC1
-14[25 µM] | C[C@H]1CN([C@@H](C)CO)C(=O)c2ccccc2-c2ccccc2CO[C@@H]1CN(C)C(=O)[C@H]1CCCN1C

# (further entries)
CD40 NFkB inh | Compound
-58 | COCC1CCN(C(=O)CCc2nnc(C3(c4ccc(Cl)cc4)CCC3)o2)C1 (stereo unspecified)
-13 | COc1cc(N=Nc2ccc(C)cc2S(N)(=O)=O)c(C)cc1N
0[25 µM] | CS(=O)(=O)N1[C@H](CO)[C@H](c2ccc(-c3ccccc3F)cc2)[C@@H]1C#N
9 | O=C(Nc1ccccc1C(=O)NC(Cc1ccccc1)C(=O)O)c1ccccc1 (stereo unspecified)
